Screens (PubChem BioAssay)
TEAD-YAP block = TEAD-YAP interaction inhibition; HEK-TIYL cells, TEAD-Gal4/YAP UAS-luciferase luminescence; inhibition, % at 9.12 µM; 640,000 tested, 1.4% active; AID 1259422; in the data active = inhibition above about 32%;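 also: 0% = median of test compound wells and 100% = reference inhibitor wells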
MITF inh = blocks human microphthalmia-associated transcription factor | inhibition, % at 2.6 µM | 650,000 tested, 0.91% active | AlphaScreen MITF homodimerization, bead proximity signal | O75030 | AID 1259374; in the data active = inhibition above about 50%;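 also: 0% = vehicle wells with protein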
Target sequence (O75030 whole entry, looked up): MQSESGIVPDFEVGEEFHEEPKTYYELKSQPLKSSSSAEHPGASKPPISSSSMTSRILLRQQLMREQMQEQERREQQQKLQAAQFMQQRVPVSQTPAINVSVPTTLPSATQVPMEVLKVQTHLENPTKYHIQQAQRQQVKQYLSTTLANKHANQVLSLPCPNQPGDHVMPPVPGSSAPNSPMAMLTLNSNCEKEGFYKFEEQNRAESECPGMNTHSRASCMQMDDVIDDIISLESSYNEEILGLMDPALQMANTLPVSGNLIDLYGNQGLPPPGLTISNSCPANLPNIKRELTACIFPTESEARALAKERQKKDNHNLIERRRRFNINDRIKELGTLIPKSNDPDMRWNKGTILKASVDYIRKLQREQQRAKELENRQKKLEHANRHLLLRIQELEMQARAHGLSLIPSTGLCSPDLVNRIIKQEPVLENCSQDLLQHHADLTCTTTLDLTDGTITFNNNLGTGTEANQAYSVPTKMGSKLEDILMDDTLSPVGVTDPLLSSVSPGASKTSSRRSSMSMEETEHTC
GPR151 ag = human GPR151 activation | Q8TDV0 | PathHunter beta-arrestin GPR151 cells, luminescence | activation, % at 11.2 µM | 650,000 tested, 1% active | AID 1508602; in the data active = activation above about 4.9%;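 also: 0% = median of compound wells and 100% = cells with positive control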
Target sequence (Q8TDV0 whole entry, looked up): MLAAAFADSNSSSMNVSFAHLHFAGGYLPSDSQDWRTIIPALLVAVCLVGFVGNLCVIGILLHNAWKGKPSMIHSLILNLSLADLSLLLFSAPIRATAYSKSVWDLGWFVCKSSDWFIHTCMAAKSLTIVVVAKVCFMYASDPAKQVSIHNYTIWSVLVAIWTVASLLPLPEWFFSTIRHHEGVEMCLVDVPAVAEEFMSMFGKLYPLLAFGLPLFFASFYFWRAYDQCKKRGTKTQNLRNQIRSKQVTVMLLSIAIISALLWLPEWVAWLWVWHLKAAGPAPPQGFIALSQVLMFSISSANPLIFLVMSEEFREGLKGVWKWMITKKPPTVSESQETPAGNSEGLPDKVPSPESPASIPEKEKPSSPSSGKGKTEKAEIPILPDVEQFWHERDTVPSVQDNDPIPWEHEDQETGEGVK
FBW7 act = activators of human E3 ligase FBW7; Q969H0; AlphaScreen FBW7–phospho-cyclin E peptide binding, activator screen; normalized activity (activation), % at 26.1 µM; 650,000 tested, 0.13% active; AID 1259310; in the data active = normalized activity above about 1.9%;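 also: purified mutant Fbw7 with reduced substrate affinity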
Starred values were filed as active, the others as inactive.

structure	TEAD-YAP block	MITF inh	GPR151 ag	FBW7 act
CC(C(=O)c1ccccc1)C1(O)C(=O)N(CCc2ccccc2)c2ccccc21 (centres undefined)	12	0	-0.5	-0.1
Cc1cccc(C(=O)N(c2ccc(C)c(Cl)c2)C2C=CS(=O)(=O)C2)c1 (centres undefined)	4	2	1.1	-0.1
Cc1ccc(C)n1-c1cc(S(=O)(=O)N2CCOCC2)ccc1N1CCCC1	4	12	0.9	0.6
COc1cc(OC)nc(Oc2ccccc2/C=N/N(C)C(N)=S)n1	13	2	-1.2	-0.2
COC(=O)C1=CNC=C(C(=O)OC)C1c1cccc(OC)c1OC(C)C	-4	31	-0.5	-0.1
O=C(Cn1cc2c(n1)CCCC2)N1CCCC1	0	13	-0.2	0.3
CN(Cc1ccccc1)CC(O)COc1ccc(CN2CCOCC2)cc1 (centres undefined)	11	1	-1.3	0.0
CC1(C2CCN(C(=O)c3ccc4nccnc4c3)CC2)NC(=O)N(Cc2ccsc2)C1=O (centres undefined)	-5	12	-0.3	0.0
COc1ccc([N+](=O)[O-])cc1NC(=O)Cn1c(C)cc2ccccc2c1=O	-2	-1	-0.1	0.0
Cc1cc(NC(=O)c2ccc(-c3ccccc3C(F)(F)F)o2)no1	-21	4	-0.6	-0.1
O=c1oc2ccc(Cl)cc2cc1-c1nnc(-c2ccc([N+](=O)[O-])cc2)o1	9	19	-0.6	0.1
COc1ccc(Br)cc1/C=C1/SC(=S)N(C2CCS(=O)(=O)C2)C1=O (centres undefined)	2	-17	-1.0	-0.1
C/C(N)=C(/C#N)C(=O)COC(=O)CNC(=O)c1cccc(OC(F)F)c1	-5	7	0.3	0.2
Cc1ccc2[nH]c(O)c(N=O)c2c1Br	8	4	0.1	0.0
COc1ccc(/C=C2\Oc3cc(OCC(=O)OC(C)C)ccc3C2=O)cc1	10	15	0.6	0.1
CCN(CC)C(=O)C1CCCN(C(=O)c2cc(COc3ccccc3OC)on2)C1 (centres undefined)	-63	-4	0.0	-0.1
O=C(Nc1sc2c(c1C(=O)O)CCCC2)c1ccc(F)cc1	36*	-1	-4.6	-0.1
O=[N+]([O-])c1ccc(/C=C2\CCCC=C2N2CCOCC2)s1	4	17	0.1	-0.3
COc1ccc(-n2cnc3nc(C)c(C(C)=O)c(-c4ccccc4)c32)cc1	1	-1	1.2	0.1
Cc1cccc(C)c1NC(=O)CSc1nnc2[nH]c(=O)c(C)nn12	4	-11	2.3	0.0
CC(C)OC(=O)CSc1nnc2c(n1)[nH]c1ccc(F)cc12	-18	17	-0.1	0.5
O=C(O)c1ccc(/C=N/Nc2ccc3ccccc3n2)cc1	-70	11	1.5	-0.1
COc1cc(OC)c(NC(=O)c2sc3ncn(CC(=O)N4CCCC4)c(=O)c3c2C)cc1Cl	-4	3	1.3	-0.1
O=C(O)c1cc(N/N=C/c2ccc(N3CCOCC3)cc2)ccc1Cl	-43	2	-1.0	0.0
COc1ccccc1-c1csc(NC(=O)c2ccc(S(=O)(=O)N3CC(C)CC(C)C3)cc2)n1 (centres undefined)	6	6	0.2	-0.1
COc1ccc(-c2noc(CN3CCCC(O)C3)n2)cc1 (centres undefined)	-33	1	-0.4	-0.1
O=C1c2ccc(-c3nc4ccccc4c(=O)o3)cc2C(=O)N1c1ccccc1-c1ccccc1	-2	10	-0.5	-0.2
COc1cccc(NC2=C(Cl)C(=O)OC2OC(=O)c2ccccc2)c1 (centres undefined)	4	6	1.6	-0.2
O=C1N(Cc2ccccc2)C(c2ccccc2)C1(F)F (centres undefined)	3	4	1.0	0.0
CCn1cc(C(=O)N2CCn3c(nc(-c4ccc(OC)cc4)c3NC(C)(C)C)C2)cn1	-2	-1	-0.3	-0.1
CSCCC(NC(=O)c1ccccc1)C(=O)OCC(=O)Nc1cc(C)on1 (centres undefined)	-9	-1	-0.5	-0.1
CS(=O)(=O)c1ccccc1C(=O)NCc1ccco1	4	-9	-1.5	0.2
O=C(O)c1ccc(N=NN2CCCC2)cc1	-22	5	-1.0	0.6
CC(NC(=O)c1ccc(Cl)s1)C1CCCO1 (centres undefined)	0	-11	-1.1	0.5
CCN1CCN(CCCNc2c(-c3ccccc3)c(=O)c2=O)CC1	1	5	0.2	-0.1
COc1ccccc1-n1nnnc1Sc1ccc(C(N)=O)cc1[N+](=O)[O-]	16	4	1.9	0.1
CCOc1ccc(Br)cc1S(=O)(=O)n1nnc2ccccc21	-2	18	-1.5	0.2
COC(=O)C(NC(=O)c1ccc(Cl)cc1)(Nc1nc(C2CC2)cs1)C(F)(F)F (centres undefined)	-4	14	5.2*	0.7
C[C@H](O)[C@H]1NC(=O)[C@@H]2C[C@H](NC(=O)c3ccc(F)cc3)CN2C1=O	-11	-10	3.2	-0.1
CCOC(=O)C1CCCN(C(=O)c2ccc3nc(-c4ccc(OC)c(OC)c4)c(-c4ccc(OC)c(OC)c4)nc3c2)C1 (centres undefined)	6	9	-0.7	0.2
Cc1[nH]c2ccccc2c1/C=N/Nc1ccccc1	-26	-4	1.7	0.0
O=C1CCN(C(=O)c2ccco2)c2ccccc2N1	-2	-2	0.3	-0.2
COc1ccc2c(Cl)c(C(=O)Nc3cccc(NC(C)=O)c3)sc2c1	-66	-14	0.1	-0.6
CCOC(=O)C1=C(C)N=c2s/c(=C\c3cc(C)n(-c4ccc([N+](=O)[O-])cc4)c3C)c(=O)n2C1c1ccccc1Cl (centres undefined)	-1	-10	-0.1	0.1
CCCOc1nc2cc(C)ccc2cc1CN[C@H](C(N)=O)C(C)C	-4	5	3.1	0.0
O=C1NC(=O)C(=Cc2cc(Br)ccc2OCc2ccccc2F)C(=O)N1	-10	2	14*	0.0
COCCCNC(=O)Cn1c2cc(OC)c(OC)cc2c2nc(=O)cc(C)n21	1	4	-0.3	0.0
COCC1CCN(C(=O)c2cc(COc3ccc(OC)cc3Cl)on2)C1 (centres undefined)	-23	-6	0.6	-0.1
CCCCOC(=O)COc1ccc2c(=O)c(Oc3ccccc3Br)coc2c1	4	-2	1.1	-0.3
COc1ccc(CCN(C)C(=O)CC2(c3ccccc3F)CC(=O)N(C)C2=O)cc1OC (centres undefined)	-26	1	0.2	-0.1

(continued)
structure	TEAD-YAP block	MITF inh	GPR151 ag	FBW7 act
CC1CCCCC1NC(=O)COC(=O)c1ccc(Cl)cc1 (centres undefined)	-1	6	0.7	-0.1
CC(=O)C1=NN(c2ccccc2)C2C(=O)N(c3ccccc3)C(=O)C12 (centres undefined)	2	7	-0.9	0.1
Cc1cc(C(=O)N2CCC3(CC2)OCCO3)c2ccccc2n1	9	16	0.9	0.1
O=C(NC(=S)N1CCCC1)c1ccc(Cl)cc1	-1	-19	-1.0	-0.1
CCC(=O)NNC(=O)CSc1nc2c(C)c(C)ccc2cc1CC	0	3	-0.5	0.1
COc1ccc(OC)c2[nH]c(=O)[nH]c12	0	7	1.0	0.0
CSc1nc2ccc(NC(=O)c3ccccc3F)cc2s1	-67	3	-2.0	0.0
Cc1ccc2c(c1)cc1c(=O)n(CC(=O)NCc3cccs3)nc(C)n12	3	0	-0.1	-0.2
O=C(Cc1cccs1)N/N=C/c1cc([N+](=O)[O-])ccc1Cl	-18	1	-0.4	0.0
COC(=O)c1cccnc1NC(=S)NNC(=O)c1ccncc1	0	-6	-0.9	-0.1
CCc1c(C)sc(NC(=S)Nc2cnn(CC)c2C(N)=O)c1C(=O)OC	-3	29	-0.6	0.1
CCC(C)NS(=O)(=O)c1ccc2c(c1)NC(=O)C(C)C(=O)N2 (centres undefined)	1	21	-0.1	1.4
Cc1nn(-c2ccc(F)cc2)c(C)c1CN1CCCC(N2CCOCC2)C1 (centres undefined)	5	-1	-1.4	0.6
CC(=O)N/N=C(\C)c1ccc2c(c1)OCCO2	-7	2	1.5	0.2
S=C(Nc1ccccc1Cl)N(CCCN1CCOCC1)Cc1ccco1	3	4	0.1	0.1
Cc1c(OCc2ccccc2Cl)ccc2c3c(c(=O)oc12)CCCC3	-5	19	1.7	0.1
CCOC(=O)C1=C(C)N(C)C(=O)NC1c1cccc([N+](=O)[O-])c1 (centres undefined)	1	-2	2.1	0.0
CN1C(=N)S/C(=C\c2cc([N+](=O)[O-])ccc2O)C1=O	-1	10	-1.9	0.1
CCS(=O)(=O)N1CCCC(c2ncncc2-c2cc(C)no2)C1 (centres undefined)	3	8	-1.3	-0.1
CC(C)S(=O)(=O)C1=NSC2=NC(=O)/C(=C\c3ccc(N(C)C)cc3)C(=N)N21	10	5	0.7	0.0
COc1ccc(OC)c(CN2CCN(CC(C)(C)C)C(CCO)C2)c1 (centres undefined)	-3	-15	0.0	0.0
COc1ccc(C2CC(=O)C3=C(C2)Nc2ccccc2NC3c2ccc(C(F)(F)F)cc2)cc1OC (centres undefined)	-3	4	1.3	-0.3
COc1ccc(CNc2ccc3ncc(-c4cccc(N)c4)n3n2)cc1	31	9	1.7	-0.4
CCOC(=O)C1CCN(C(=O)C2CCN(c3nc4c(C)cc(C)cc4s3)CC2)CC1	-1	13	-1.3	0.8
COc1ccccc1-c1nc(-c2ccc(Br)cc2)no1	-31	3	-0.6	0.1
Cc1cc(N2CCCC(C(=O)NC3CCCC3)C2)n2ncnc2n1 (centres undefined)	-8	-5	-0.2	0.1
CCOC(=O)c1c(NC(=O)COc2cc(C)ccc2C)sc(C(C)=O)c1C	0	11	1.0	0.9
Cc1ccc(NC(=O)CSc2nnc(C)n2-n2cccc2)cc1Cl	-5	-4	-0.9	-0.2
CC1CCC/C(=N\NC(=O)c2ccc(Br)cc2)C1 (centres undefined)	-14	10	-1.5	0.0
CN(C)C(=O)CSc1ccc(-c2ccccc2)nn1	3	-3	1.9	-0.1
COc1ccc(OC)c(C(=O)CSc2nnc3ncccn23)c1	1	10	0.9	0.0
Cc1ccc(NC(=O)Cn2c(=O)n(Cc3ccccn3)c(=O)c3ncccc32)cc1	12	-5	1.1	-0.1
NC(=O)c1ccc(NC(=O)CCC2CCCC2)cc1	-2	-2	1.4	0.2
COc1ccc(OCC(=O)N/N=C2\CCSC2)cc1	12	2	2.1	0.0
NC(=O)C1CCCN(C(=O)c2ncoc2-c2cccc(F)c2)C1 (centres undefined)	-1	-9	-0.5	0.1
O=C(N/N=C/C=C\c1cccc([N+](=O)[O-])c1)c1ccncc1	-4	-3	-0.1	-0.2
CCN1CCN(CCCNC(=O)C2=Cc3sc4c(c3CS2)CCCC4)CC1	-1	-5	1.8	-0.3
COc1ccc(Nc2cc(C(=O)NCCCN3CCCC3)c3ccccc3n2)c(OC)c1	2	2	-0.4	0.1
O=[N+]([O-])c1cc(S(=O)(=O)O)cc2c1-c1c(cc(S(=O)(=O)O)cc1[N+](=O)[O-])C2 (tested in a mixture with another compound)	3	10	-0.1	-0.6
O=C(NC(NCc1cccnc1)C(Cl)(Cl)Cl)c1cccs1 (centres undefined)	-8	0	0.1	0.1
CCOc1ccc(S(=O)(=O)NC(C)C23CC4CC(CC(C4)C2)C3)c2cccnc12 (centres undefined)	-2	-28	0.3	-0.1
O=C(Nc1ccc2c(c1)OCO2)c1ccnc(Cl)c1	-9	-6	-0.1	0.1
O=c1c2sccc2nc(SCc2ccccc2)n1-c1cccc(Cl)c1Cl	-5	2	-1.1	-0.1
c1ccc(Oc2ccc(Nc3cc(-c4ccc(N5CCOCC5)nc4)ncn3)cc2)cc1	15	6	3.3	0.3
CC(=O)Nc1ccc(S(=O)(=O)N2CCN(C(=O)c3ccccc3[N+](=O)[O-])CC2)cc1	0	40	0.0	0.1
N#Cc1ccc(C(=O)Nc2cccc3ccccc23)c(F)c1	-5	-1	-0.2	0.1
COc1ccc(C(=O)COC(=O)c2ccccc2NC(=O)c2ccc([N+](=O)[O-])cc2)cc1	-3	6	-1.3	-0.1
Cc1ccc(-c2nnc(Sc3nc4ccccc4s3)c3ccccc23)cc1S(=O)(=O)N(C)C	-2	8	-0.6	0.4
